ELG1 genotoxic – inducers of genotoxicity in HEK293T ELG1-luciferase cells; Potency, µM (titrated, usually from 46 µM), for the others: at the highest dose activity change, positive = activation, actives largely listed as activators; HEK293T ELG1-luciferase reporter, luminescence, 16 h; 1.3% of 330,000 active; also: potency is read from the fitted curve at half-maximal effect; % of control where 0% means no effect; nearly all actives have a fitted effect of over 60% in size
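Genotoxic stress is detected as increased luminescence from luciferase-tagged ELG1 in HEK293T cells, measured with ONE-Glo after a 16 hr treatment at 37 °C.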
Tb PFK block – inhibitors of T. brucei phosphofructokinase. O15648. T. brucei PFK, ADP-Glo luminescence. Potency, µM (series often up to 57.5 µM), for the others: top-dose activity, negative = inhibition, hits mostly inhibitors. 0.17% of 330,000 active. AID 485367;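 also: potency is read from the fitted curve at half-maximal effect; 0% = uninhibited 1x PFK enzyme wells and -100% = no-enzyme wells; nearly all actives have a fitted effect of over 60% in size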
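Luminescent ADP detection (ADP-Glo, two-step: ATP depletion then ADP-to-ATP conversion for luciferase) reported PFK activity after 45 min room-temperature reaction of 1.25 nM enzyme with 0.5 mM F6P and 0.1 mM ATP at pH 8.0.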
RORg inh – ROR gamma (mouse) transcription inhibition. P51450. Drosophila S2 Gal4-RORgamma UAS-luciferase reporter, 20 h. Potency, µM (series often up to 53.6 µM), inactives show at the highest dose activity change, negative = inhibition, most hits filed as inhibitors. 5.4% of 310,000 active. AID 2551; also: potency is read from the fitted curve at half-maximal effect; % is scaled to controls: 0 for no effect and ±100 for the full control effect; nearly all actives have a fitted effect of over 60% in size
Target sequence (P51450 whole entry, looked up, the tested form may be a part): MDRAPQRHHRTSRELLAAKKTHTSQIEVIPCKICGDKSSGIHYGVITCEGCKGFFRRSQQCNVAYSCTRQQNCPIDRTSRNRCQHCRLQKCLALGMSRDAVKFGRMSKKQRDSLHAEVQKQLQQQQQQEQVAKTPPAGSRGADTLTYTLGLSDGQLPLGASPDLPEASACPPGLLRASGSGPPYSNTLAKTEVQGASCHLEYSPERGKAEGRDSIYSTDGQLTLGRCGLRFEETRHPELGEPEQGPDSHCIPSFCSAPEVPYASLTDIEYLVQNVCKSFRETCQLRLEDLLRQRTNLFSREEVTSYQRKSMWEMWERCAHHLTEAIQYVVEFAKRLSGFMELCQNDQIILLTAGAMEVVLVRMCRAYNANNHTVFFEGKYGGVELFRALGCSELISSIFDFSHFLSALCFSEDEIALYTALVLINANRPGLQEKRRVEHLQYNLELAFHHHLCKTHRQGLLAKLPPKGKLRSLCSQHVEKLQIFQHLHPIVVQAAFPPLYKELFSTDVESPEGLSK
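Stable Schneider cell line, Gal4 DNA-binding domain fused to ROR gamma, UAS-luciferase. Cmpd 1 hr RT → CuSO4 700 uM final → 20 hr RT → luciferase reagent 10 min → luminescence.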
BRCA1 expr up – increases BRCA1 expression | MCF7-BRCA1-FFLuc reporter, luminescence, 48 h; response scale: scaled: vehicle 0%, 10 µM genistein 100% | Potency, µM (highest dose often 46.1 µM), without a hit: at the top dose activation, actives largely listed as activators | 1.1% of 380,000 active; also: potency is read from the fitted curve at half-maximal effect; nearly all actives have a fitted effect of over 80% in size; some results filed as inactive show a strong effect at the top dose
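Reporter cells (MCF7, BRCA1 promoter-firefly luciferase) received library compounds across a concentration series for 48 h. End-point luminescence was measured and concentration-effect curves derived after normalization.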
p53 reactivation – restores transcriptional activity of mutant p53. H1299 p53-A138V BP100-luciferase reporter, luminescence, 24 h. Potency, µM (top dose mostly 92.2 µM), for the others: top-dose activity change, positive = activation, usual class: activators. 0.063% of 320,000 active; also: potency is read from the fitted curve at half-maximal effect; % of control where 0% means no effect; nearly all actives have a fitted effect of over 45% in size
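p53-null H1299 cells stably carrying temperature-sensitive p53-A138V and a BP100-luciferase reporter were pinned with compounds (4-point, 1:5 series) and held 24 hrs at 37 deg C. Luminescence was read 10 min after detection reagent.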
TRPV1 agonist – human TRPV1 agonism; Q8NER1; AID 540275; TRPV1-expressing cells, Fluo-8 calcium influx, agonist mode; activation, % at 8.33 µM; 0.19% of 320,000 active; in the data active = activation above about 80%; inconclusive = between about 30% and that limit; also: 0% is about no effect
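TRPV1-expressing cells were cultured overnight at 35.5C and loaded with Fluo-8 calcium dye for 40 to 90 min at room temperature. After a 10 s baseline, compound was added and calcium influx was read kinetically for 3 min (ex 480/em 520 nm).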
NPC1 prom act – activates the NPC1 promoter. Potency, µM (highest dose often 9.22 µM), inactives show at the top dose activation, usual class: activators. Huh7 NPC1 promoter luciferase reporter, 24 h. AID 485313. 2.4% of 320,000 active;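 also: potency is read from the fitted curve at half-maximal effect; % of control where 0% means no effect; nearly all actives have a fitted effect of over 60% in size; reporter is driven by a mutant NPC1 promoter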
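Luciferase expression driven by the NPC1 promoter was measured in stably transfected Huh7 cells after a 24 h compound incubation, using a luciferase reagent and a luminescence read.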
Rab9 promoter act – activators of Rab9 promoter; Potency, µM (doses to about 9.22 µM), for inactives: top-dose activation, negative = inhibition, actives largely listed as activators; 2.8% of 320,000 active; AID 485297; Huh7 Rab9 promoter-luciferase reporter, luminescence, 24 h; also: potency is read from the fitted curve at half-maximal effect; % of control where 0% means no effect; nearly all actives have a fitted effect of over 60% in size
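Measured in stably transfected Huh7 cells bearing a Rab9 promoter–luciferase construct: 24 h compound treatment at 37 °C, followed by luminescence detection.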
ELG1 repair inh – blocks ELG1-dependent DNA repair in HEK293T cells; HEK293T ELG1-luciferase reporter, luminescence, 16 h; DNA damage induced by 5-fluorouridine; Potency, µM (doses to about 46.1 µM), inactives show at the highest dose activity change, negative = inhibition, actives largely listed as inhibitors; 2.3% of 330,000 active; AID 504467; also: potency is read from the fitted curve at half-maximal effect; % is scaled to controls: 0 for no effect and ±100 for the full control effect; nearly all actives have a fitted effect of over 55% in size
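Luminescence from the luciferase reporter, measured 30 min after ONE-Glo reagent at room temperature, was the read-out. Beforehand, 2,000 cells per well were exposed for 16 hr at 37 °C to 5-fluorouridine together with compound or vehicle.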
VP16 counter – inhibits Gal4-VP16 luciferase reporter, ROR gamma counter-screen; Drosophila S2 Gal4-VP16 UAS-luciferase, luminescence, 20 h; Potency, µM (series often up to 53.6 µM), for the others: at the highest dose activity, negative = inhibition, usual class: inhibitors; 3.5% of 310,000 active; AID 2546;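 also: Gal4-VP16 expression switched on by copper sulfate through the metallothionein promoter; potency is read from the fitted curve at half-maximal effect; % is scaled to controls: 0 for no effect and ±100 for the full control effect; nearly all actives have a fitted effect of over 50% in size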
FLuc counter – inhibits or activates purified firefly luciferase, miR-21 counter-screen; P08659; purified FLuc, Km substrates, luminescence inhibition; Potency, µM (top dose mostly 57.5 µM), for the others: top-dose activity change, negative = inhibition, hits mostly inhibitors; 6.9% of 360,000 active;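 also: potency is read from the fitted curve at half-maximal effect; plate controls were vehicle for no effect and reference inhibitor for full effect; nearly all actives have a fitted effect of over 55% in size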
Target sequence (P08659 whole entry, looked up): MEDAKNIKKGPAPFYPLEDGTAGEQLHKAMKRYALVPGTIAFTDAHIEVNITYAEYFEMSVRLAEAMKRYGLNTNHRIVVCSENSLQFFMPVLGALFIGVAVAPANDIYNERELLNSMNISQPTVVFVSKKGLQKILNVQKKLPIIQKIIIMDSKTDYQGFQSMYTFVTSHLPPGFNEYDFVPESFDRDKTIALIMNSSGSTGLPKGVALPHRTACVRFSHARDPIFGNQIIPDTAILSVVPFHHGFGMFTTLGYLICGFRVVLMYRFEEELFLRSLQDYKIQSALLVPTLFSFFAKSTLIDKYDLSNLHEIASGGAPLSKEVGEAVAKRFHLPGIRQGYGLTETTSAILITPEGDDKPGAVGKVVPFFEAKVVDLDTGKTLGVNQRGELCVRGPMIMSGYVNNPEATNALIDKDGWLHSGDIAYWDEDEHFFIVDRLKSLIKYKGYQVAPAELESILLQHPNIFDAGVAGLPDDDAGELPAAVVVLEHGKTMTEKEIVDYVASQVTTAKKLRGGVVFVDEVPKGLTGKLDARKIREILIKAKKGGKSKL
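Biochemical qHTS of compounds, final roughly 60 µM downward over six points, against 10 nM purified firefly luciferase using Km concentrations of substrates (10 uM D-luciferin, 10 uM ATP) in Tris acetate pH 7.5 buffer; luminescence output.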
Numbers without * were called inactive; u = inconclusive; x = no result given; & = joins results of further samples; [ ] = remark or other dose. Unless noted, calls follow the shape of the dose curve; as a rule, active = well fitted curve in the direction sought with a large enough effect; inconclusive = small, poorly fitted or top-dose-only effect, or another doubt; inactive = no such curve, though single readings can be large; an effect the other way counts as inactive or inconclusive. No enrichment for hits, and some 15% of all compounds hit somewhere here.

SMILES	ELG1 genotoxic	Tb PFK block	RORg inh	BRCA1 expr up	p53 reactivation	TRPV1 agonist	NPC1 prom act	Rab9 promoter act	ELG1 repair inh	VP16 counter	FLuc counter
Fc1cccc(Oc2nc3ccccc3n3cccc23)c1	-2%	2%	u	-46%	-3%	8	4%	-6%	9%	-7%[0.365 µM]	0%
CCCCN(C(=O)C(C)N1C(=O)c2ccccc2C1=O)c1c(N)n(CCCC)c(=O)[nH]c1=O (centres undefined)	-1%	3%	x	10%	-1%	0	0%	-6%	2%	x	0%
O=C(Nc1ccc2c(c1)OCCO2)N1CCN(c2ccc(F)cc2)CC1	20%	-17%	-2%	5%	14%	12	6%	-6%	u	-7%[0.365 µM]	-16%
COC(=O)C1C(C(=O)OC)C1(c1ccccc1)c1ccccc1 (centres undefined)	-4%	-1%	-6%	9%	1%	18	1%	-4%	-2%	5%	-2%
CCc1nnc(NC(=O)c2nc3nccc(C)n3n2)s1	2%	3%	-6%	0%	1%	1	10%	1%	10%	-9%	1%
CC1CCN(c2nc3c(c(=O)[nH]c(=O)n3C)n2CC(C)CSc2nnnn2-c2ccccc2)CC1 (centres undefined)	-1%	-1%	13%	-25%	-2%	12	-1%	0%	u	0%	6%
N/C(CCCN1CCCCC1)=N/O	2%	-3%	-1%	-22%	7%	-4	1%	-3%	5%	2%	0%
CCOC(=O)Cc1csc(NC(=O)/C=C\c2ccccc2Cl)n1	8%	1%	-43%	40%	4%	u	27%	u	4%	-30%	1.5µM*
CCOc1ccsc1C(=O)NNC(=O)c1ccco1	0%	0%	-27%	-12%	34%	0	-2%	6%	-4%	-2%	5%
Cc1ccc(OCc2ccc(C(=O)NNC(=S)NCC3CCCO3)o2)c([N+](=O)[O-])c1 (centres undefined)	1%	0%	-17%	1%	-5%	-1	-1%	-1%	10%	1%	u
C[C@@H]([C@H](O)c1ccccc1)N(C)C(=S)Nc1ccccc1	-1%	-3%	-6%	25%	0%	-2	2%	-6%	2%	-8%	0%
CC(C)C(OC(=O)c1ccco1)C(=O)NCc1ccccc1 (centres undefined)	-1%	-8%	15%	-21%	-2%	0	0%	-3%	-15%	-12%	1%
O=C(NNC(=O)c1csc(-c2cccnc2)n1)c1ccccc1	1%	-10%	-14%	48%	9%	-1	12%	-3%	-18%	-1%	u
COc1ccccc1CNC(=O)N1CCN(c2ccccc2C)CC1	-5%	-2%	0%	8%	-3%	-1	-3%	-4%	3%	3%	-14%
CCn1c(SCC(=O)Nc2cccc(NC(=O)c3ccco3)c2)nnc1-c1cccs1	-4%	11%	24%	-1%	11%	0	2%	15%	u	2%	u
COC(=O)[C@@]1(Cc2ccccc2)[C@H]2C(=O)N(C)C(=O)[C@H]2[C@H]2CN=C(SCc3ccc(Cl)cc3)N21	-6%	0%	x	0%	-4%	x	x	x	-2%	x	x
COCC(C)NC(=O)c1ccccc1OC(C)=O (centres undefined)	-2%	-3%	0%	1%	7%	-2	0%	-4%	-2%	1%	-1%
COc1ccc(-c2csc(NC(=S)NC(=O)/C=C/c3ccccc3)n2)cc1Br	2%	2%	-23%	-2%	1%	2	-14%	-18%	2%	14%	-1%
Cc1ccc(CNC(=O)CN(CCc2ccccc2)S(C)(=O)=O)cc1	-5%	-1%	-12%	0%	4%	0	-2%	0%	2%	2%	1%
COc1ccc(CCC(=O)Nc2cc(Cl)ccc2OC)cc1	-14%	-2%	22%	-60%	0%	7	-3%	2%	u	-1%	0%
CCC(=O)Nc1ccc(C(=O)CN2C(=O)NC3(CCOc4ccccc43)C2=O)cc1 (centres undefined)	0%	-5%	x	-4%	-1%	5	-3%	1%	u	x	7%
O=C(CN1C(=O)c2cccnc2Oc2ccc(Cl)cc21)N1CCCC1	3%	-2%	1%	-11%	5%	-2	-3%	-4%	12%	4%	4%
COC(=O)c1ccc(NS(=O)(=O)NC(=O)c2cn(C)c3ccccc23)cc1	11%	2%	-1%	10%	-1%	0	-1%	-1%	3%	1%	5%
Cc1ccc(S(=O)(=O)NCCN2CCOCC2)c(C)c1C	0%	0%	11%	2%	6%	-1	-5%	-2%	-1%	-12%	-2%
COc1ccc(N=C2SC(C(=O)Nc3ccc4c(c3)OCO4)CC(=O)N2C)cc1 (centres undefined)	-1%	2%	u	-21%&-6%	-11%	21	-5%	2%	-28%	12%	-8%

The list continues:
SMILES	ELG1 genotoxic	Tb PFK block	RORg inh	BRCA1 expr up	p53 reactivation	TRPV1 agonist	NPC1 prom act	Rab9 promoter act	ELG1 repair inh	VP16 counter	FLuc counter
Cc1ccc(C)c(N(CC(=O)NC(C)(C)C)C(=O)CCC(=O)Nc2nccs2)c1	-4%	-3%	u	-17%	u	1	0%	-1%	-6%	2%	-3%
CCC(C)[C@H](NS(=O)(=O)c1ccc(C)cc1)C(=O)N1CCC(C(=O)N[C@@H](Cc2ccccc2)C(=O)O)CC1 (some centres undefined)	0%	2%	-4%	1%	4%	0	0%	-1%	7%	0%	1%
O=C(CSCC(=O)N1CCN(c2ccccc2)CC1)Nc1nc(-c2ccc(Cl)s2)cs1	u	4%	u	-10%	11%	-2	12%	-2%	u	8%	-2%
CCS(=O)(=O)c1ccc(C(=O)Nc2ccccc2OC)c(Cl)c1Cl	-1%	1%	21%	-1%	-3%	0	-5%	-2%	u	-6%	0%
CC1CCC2(CC1)NC(=O)N(CC(=O)NC(=O)Nc1ccc3c(c1)OCCO3)C2=O (centres undefined)	-7%	-1%	5%	-5%	-4%	3	1%	-1%	u	-5%	-1%
CS(=O)(=O)Nc1ccc(C(=O)CC(=O)Nc2ccc([N+](=O)[O-])cc2)cc1	-3%	1%	0%[1.91 µM]	12%	x	-4	-2%	5%	-18%	9%	-18%
Cc1cc(/C=C(\C#N)C(=O)N2CCCCC2)cc(C)c1O	1%	0%	-28%	2%	13%	-1	1%	2%	-8%	u	u
CCCCOc1ccc(NC(=O)c2cnc(C)cn2)cc1	u	-7%	7%	0%	u	0	28%	7%	u	10%	u
O=C(Nc1nc(-c2cccs2)cs1)C1=COCCO1	u	-3%	23%	4µM*	u	-3	u	u	u	-9%	12µM*
COCCNC(=O)Cn1c(=O)n(CCCCCC(=O)NCc2ccc3c(c2)OCO3)c(=O)c2sccc21	0%	-1%	0%	x	-2%	4	2%	-4%	0%	3%	-2%&-7%
C=CCc1cc(C)ccc1OCCn1ccnc1	-1%	-14%	0%	-24%	30%	-4	-2%	-6%	-2%	-8%	1%
Cc1ccc(NS(=O)(=O)c2c(C)[nH]c(=O)[nH]c2=O)c(Br)c1	2%	5%	1%	-3%	3%	4	1%	-3%	6%	-7%	1%
Cc1ccc(S(=O)(=O)N(C)C)cc1[N+](=O)[O-]	3%	-1%	15%	18%	3%	3	2%	-9%	-2%	-6%	0%
CCOc1ccc(CCNC(=O)COC(=O)c2ccco2)cc1OCC	-1%	-2%	18%	3%	0%	0	2%	0%	-7%	-5%	0%
COc1ccc(CNc2nc(C)c([N+](=O)[O-])c(C)c2C#N)cc1	3%	1%	-21%	-50%	-16%	2	0%	-2%	-13%	-6%	2%
O=S1(=O)OCCC(c2ccccc2)N1Cc1ccccc1 (centres undefined)	-1%	-2%	1%	0%	7%	2	-3%	-4%	-11%	-4%	1%
CCOC(=O)N1CCN(CCC(=O)Nc2cccc(C)c2)CC1	3%	0%	-2%	-30%	-55%[inhibitor]	1	-2%	0%	2%	-2%	0%
COc1ccccc1OCC(=O)Nc1ccc(CSc2ccccc2)cc1C	-8%	0%	u	6%	-2%	3	1%	-3%	-19%	5%	2%
COc1ccc(Nc2nc(C)cc(C)c2C#N)cc1	-6%	-3%	-21%	-54%	-7%	1	10%	1%	2%	3%	7%
CCCCOC(=O)Nc1ccc(S(=O)(=O)Nc2nc(C)cc(C)n2)cc1	3%	6%	2%	-13%	-5%	3	1%	1%	0%	-1%	-1%
COc1ccc(NC(=O)CCCCCn2nnc3ccccc3c2=O)cc1	3%	20%	-9%	-13%	4%	3	2%	3%	-2%	-9%	-2%

Entries above with a cyano group, in the order listed:
SMILES	ELG1 genotoxic	Tb PFK block	RORg inh	BRCA1 expr up	p53 reactivation	TRPV1 agonist	NPC1 prom act	Rab9 promoter act	ELG1 repair inh	VP16 counter	FLuc counter
Cc1cc(/C=C(\C#N)C(=O)N2CCCCC2)cc(C)c1O	1%	0%	-28%	2%	13%	-1	1%	2%	-8%	u	u
COc1ccc(CNc2nc(C)c([N+](=O)[O-])c(C)c2C#N)cc1	3%	1%	-21%	-50%	-16%	2	0%	-2%	-13%	-6%	2%
COc1ccc(Nc2nc(C)cc(C)c2C#N)cc1	-6%	-3%	-21%	-54%	-7%	1	10%	1%	2%	3%	7%

Screens from PubChem BioAssay.
